# Compound activity deposited in PubChem by National Center for Advancing Translational Sciences (NCATS).
# PGK inhibitor – T. brucei PGK inhibition | hit rate 0.043% among 380,000 | P07378 | AID 602233 | Potency, µM (top dose mostly 57.5 µM), for the others: at the top dose activity change, negative = inhibition, hits mostly inhibitors | PGK/GAPDH coupled, Kinase-Glo luminescence, 60 min; note: potency is the fitted concentration of half-maximal effect; % is set by controls: 0 for no effect and ±100 for the full control effect; nearly all actives have a fitted effect of over 60% in size
#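 Luminescent ATP detection (Kinase-Glo Plus) follows a 60-minute room-temperature incubation, with wells lacking PGK as controls. Buffer: 100 mM TEA (pH 7.6), 5 mM MgCl2, 0.01% Tween-20. Coupling enzyme GAPDH (100 nM final) supplies unstable 1,3-BPG in-well.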
# POLK inh – inhibitors of human DNA polymerase kappa; Potency, µM (doses to about 107 µM), for inactives: at the highest dose activity, negative = inhibition, actives largely listed as inhibitors; hit rate 0.53% among 400,000; Q9UBT6; AID 588579; purified Pol kappa, fluorescent DNA synthesis assay, 10 min; note: potency is the fitted concentration of half-maximal effect; % is set by controls: 0 for no effect and ±100 for the full control effect
#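 Readout: fluorescence, taken kinetically at 0 and 10 min. Conditions: 10 nM Pol kappa, 15 min RT compound preincubation, 50 nM substrate final. Controls: enzyme-free buffer wells.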
# Pol eta inh – blocks human DNA polymerase eta activity. Q9Y253. Potency, µM (top dose mostly 114 µM), for the others: at the highest dose activity change, negative = inhibition, actives largely listed as inhibitors. recombinant Pol eta, fluorescent DNA replication assay. hit rate 1.2% among 390,000; note: potency is the fitted concentration of half-maximal effect; % is set by controls: 0 for no effect and ±100 for the full control effect
#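 Pol eta (10 nM) was preincubated with compounds for 15 min at room temperature, after which fluorescent replication substrate (50 nM final) was added to start the reaction. Fluorescence was read kinetically at 0 and 10 min.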
# APE1 inh – inhibitors of human APE1 endonuclease. recombinant APE1, TAMRA/BHQ-2 abasic DNA cleavage fluorescence. Potency, µM (series often up to 65.8 µM), for inactives: top-dose activity change, negative = inhibition, usual class: inhibitors. hit rate 0.35% among 350,000. AID 2517;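 note: potency is the fitted concentration of half-maximal effect; plate controls were vehicle for no effect and reference inhibitor for full effect; nearly all actives have a fitted effect of over 55% in size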
# Target sequence (P27695 whole entry, looked up): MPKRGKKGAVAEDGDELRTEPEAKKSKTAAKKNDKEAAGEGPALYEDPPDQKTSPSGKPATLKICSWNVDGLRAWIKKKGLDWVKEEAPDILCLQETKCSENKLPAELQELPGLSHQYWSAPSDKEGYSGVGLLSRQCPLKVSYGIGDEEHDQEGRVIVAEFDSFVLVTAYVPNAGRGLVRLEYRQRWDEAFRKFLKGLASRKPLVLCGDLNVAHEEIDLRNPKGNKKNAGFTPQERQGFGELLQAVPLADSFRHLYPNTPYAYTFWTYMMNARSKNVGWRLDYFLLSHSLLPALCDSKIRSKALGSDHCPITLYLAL
#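 Incision of a quenched TAMRA/BHQ-2 THF abasic-site duplex (50 nM) by 0.75 nM APE1, after 15 min compound preincubation, measured as fluorescence increase over three 60 s reads. Values normalized to buffer, DMSO and NSC13755 control wells.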
# Pol iota inh – DNA polymerase iota (human) inhibition | hit rate 1% among 390,000 | Pol iota fluorescent replication assay, 10 min | Potency, µM (highest dose often 115 µM), for the others: top-dose activity, negative = inhibition, most hits filed as inhibitors; note: potency is the fitted concentration of half-maximal effect
#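 Fluorescent replication assay read twice, at 0 min and 10 min after adding 50 nM (final) substrate. Enzyme (10 nM) and compounds were first incubated 15 min at room temperature; enzyme-free buffer wells were negative controls.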
# Apoferritin bind – binds horse apoferritin like a general anesthetic | P02791 | apoferritin/1-aminoanthracene competitive binding, fluorescence | Potency, µM (series often up to 77.5 µM), for inactives: top-dose activity change, negative = displacement, hits mostly inhibitors | hit rate 0.074% among 350,000; note: potency is the fitted concentration of half-maximal effect; % is set by controls: 0 for no effect and ±100 for the full control effect; nearly all actives have a fitted effect of over 20% in size
# Target sequence (P02791 2-175 limits assumed): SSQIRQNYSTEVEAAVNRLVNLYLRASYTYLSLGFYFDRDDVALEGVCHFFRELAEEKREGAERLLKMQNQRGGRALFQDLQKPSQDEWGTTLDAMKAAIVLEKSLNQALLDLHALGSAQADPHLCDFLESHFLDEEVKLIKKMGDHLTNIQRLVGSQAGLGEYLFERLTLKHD
#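 Probe: 1-aminoanthracene (50% saturated, PBS). Protein: horse-spleen apoferritin, 10 uM. Incubation: 10 min, room temperature. Detection: 380 nm excitation, 535 nm emission. Analysis: normalized response, four-parameter Hill.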
# RXFP1 antag – antagonists of human relaxin receptor RXFP1. Q9HBX9. HEK293-RXFP1, relaxin-stimulated cAMP HTRF, 30 min; active compounds read low. activity change, negative = inhibition, % at 57.5 µM. hit rate 0.59% among 350,000. AID 1259400;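 active = activity change of -60% or lower, but not beyond a set lower limit; inconclusive = change between -60% and -40%, or beyond the set limit; inactive = change above -40%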; note: % is set by controls: 0 for no effect and ±100 for the full control effect
# Pol beta inh – blocks human DNA polymerase beta activity; P06746; Pol beta primer extension/strand displacement, fluorescence kinetic; Potency, µM (series often up to 114 µM), for the others: at the top dose activity change, negative = inhibition, usual class: inhibitors; hit rate 1.3% among 340,000; AID 485314; note: potency is the fitted concentration of half-maximal effect; % is set by controls: 0 for no effect and ±100 for the full control effect
#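 10 nM enzyme + cpd, 15 min RT; start with substrate 50 nM final; read 0 min and after 10 min RT. Corrected, normalized data; 4-parameter Hill curve fit.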
# BLM inh – blocks DNA unwinding by human BLM helicase; P54132; recombinant BLM DNA unwinding, fluorescence dequenching; Potency, µM (highest dose often 56.1 µM), for inactives: at the highest dose activity change, negative = inhibition, most hits filed as inhibitors; hit rate 0.2% among 350,000;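 note: potency is the fitted concentration of half-maximal effect; plate controls were vehicle for no effect and no enzyme for full effect; nearly all actives have a fitted effect of over 35% in size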
# * hit, by the source's call; i = inactive; ? = inconclusive; . = not tested or not shown; & = joins results of further samples; [ ] = another dose, or the depositor's remark. Unless noted, calls come from the whole dose curve; as a rule, active = well fitted curve in the direction sought with a large enough effect; inconclusive = small, poorly fitted or top-dose-only effect, or another doubt; inactive = no such curve, though single readings can be large; an effect the other way counts as inactive or inconclusive. Some of the compounds tested. The share of hits here may be higher or lower than overall.
# Every second line gives: PGK inhibitor, POLK inh, Pol eta inh, APE1 inh, Pol iota inh, Apoferritin bind, RXFP1 antag, Pol beta inh, BLM inh
- COc1ccc(Br)c(C(=O)Nc2cc3c(cc2N2CCCC2)n(C)c(=O)c(=O)n3C)c1
 : -17%, 2%, -11%, ., -18%, 7%, -19, -9%, 2%
- COc1ccc(NS(=O)(=O)c2cc(NC(=O)C3CC3)ccc2N2CCCCC2)cc1
 : -10%, -3%, -12%, -7%, 20%, 4%, 2, 3%, -12%
- COc1ccc(CCNc2c(C=O)c(=O)[nH]c3ccccc23)cc1OC
 : i, -19%, -3%, 1%, -14%, -4%, 16, 2%, 1%
- COc1ccc([C@@H](OC)[C@@]2(Cc3ccc(O)cc3)N=C(N)N(C)C2=O)cc1
 : 5%, -4%, -11%, 13%, 24%, ., ., ., .
- CON(C)c1nc(OCCNC(=O)COc2ccc(Cl)cc2C)nc(N(C)C)n1
 : 7%, -5%, -6%, 0%, 4%, -18%, -2, -1%, -6%
- Cc1ccc(-c2noc(C3CCCN(C(=O)c4c(F)cccc4F)C3)n2)cc1 (stereo not given)
 : -9%, -12%, -15%, -8%, -1%[58.9 µM], -20%, -13, 33%, -9%
- CCOC(=O)C1CCCN(C(=O)CCc2nnc(-c3ccc(C(C)=O)s3)o2)C1 (stereo not given)
 : i, 15%, -5%, 86%[activator], 32%[activator], -4%, -9, 4%, 1%
- CCOC(=O)C(=O)NCC(c1cccs1)S(=O)(=O)c1ccc(Cl)cc1 (stereo not given)
 : 3%, 1%, 4%, -3%, 16%, 1%, 1, 16%, 0%
- CC(Oc1cccc([N+](=O)[O-])c1)C(=O)NCCC1=CCCCC1 (stereo not given)
 : 9%, -11%, -13%, 10%, -11%, ., -14, ., .
- O=C(CN1C(=O)COc2ccc(S(=O)(=O)N3CCOCC3)cc21)N1CCN(c2ccc(Cl)cc2)CC1
 : -2%, 5%, -19%, ., 24%, -3%, ., 0%, -3%

# The closing 2 compounds of the part before are carried over, then new ones follow.
# Every second line gives: PGK inhibitor, POLK inh, Pol eta inh, APE1 inh, Pol iota inh, Apoferritin bind, RXFP1 antag, Pol beta inh, BLM inh
- CC(Oc1cccc([N+](=O)[O-])c1)C(=O)NCCC1=CCCCC1 (stereo not given)
 : 9%, -11%, -13%, 10%, -11%, ., -14, ., .
- O=C(CN1C(=O)COc2ccc(S(=O)(=O)N3CCOCC3)cc21)N1CCN(c2ccc(Cl)cc2)CC1
 : -2%, 5%, -19%, ., 24%, -3%, ., 0%, -3%
- COc1nccnc1NS(=O)(=O)c1ccc(N=Cc2c(C)[nH]n(-c3ccc(C)c(C)c3)c2=O)cc1
 : ., -8%, -4%, -6%, 5%, -16%, 6, 15%, 2%
- Cc1ccc(-n2cnc3cc(C(=O)NCCC4=CCCCC4)ccc32)c(C)c1
 : -10%, -8%[60.1 µM], -1%, ., -1%, 0%, -14, 1%, -18%
- Cc1ccc(C(=O)N/N=C/C=C/c2ccccc2)cc1
 : -9%, -9%, -2%, -4%, -9%, -19%, 4, 0%, -3%
- O=C(Cn1c(=O)c2cccn2c2ccc(F)cc21)N1CCN(c2ccc(F)cc2)CC1
 : 0%&-6%, 2%&-15%, -3%&-5%, -5%, 18%&6%, -12%&0%, -2&-28, -4%&-11%, -7%&-3%
- O[C@@H]1CCN2Cc3ccccc3N=C12
 : ., 3%[60.1 µM], ., -1%, ., ?, ., ., 0%
- O=C(Cn1cc2c(n1)CCCC2)N1CCOCC1
 : -3%, -24%, -11%, 4%, 13%, 1%, -12, 36%, -2%
- O=C(COC(=O)CCC(=O)c1ccccc1)Nc1nnc(-c2ccccc2)o1
 : -9%, -14%, -11%, 36%, 23%, ., -15, ., .
- O=C(CCc1nnc(Cc2ccc3c(c2)OCO3)o1)NC(c1ccccn1)C(F)(F)F (stereo not given)
 : i, 2%[60.1 µM], -20%, -4%, 8%, -10%, -4, 17%, -6%
- Cc1cc(C)nc(SCc2cn3ccccc3n2)n1
 : -9%, 6%, -16%, 2%, 10%, -9%, 3, 26%, 3%
- O=C(O)c1cc(S(=O)(=O)NC(CO)C(O)c2ccc([N+](=O)[O-])cc2)ccc1Br (stereo not given)
 : -6%, 9%, -18%, 33%, 21%, -2%, -5, 45%, 0%
- CC(C)C(=O)Nc1cccc(NC(=S)NC(=O)c2ccccc2Cl)c1
 : i, 4%, -14%, -7%, 5%, ?, -8, -18%, 1%
- COC(=O)c1ccccc1CSc1nsc(C)c1C#N
 : -5%, -7%, ?, 6%, 8%, -3%, 6, 6%, -9%
- CCOc1ccc(N2CC(C(=O)Nc3ccccn3)CC2=O)cc1 (stereo not given)
 : i, 12%, -13%, 3%, 5%, -8%, -1, ?, 0%
- Cc1c(C)c2ccc(OCC(=O)N3CC[C@@]4(O)CCCC[C@H]4C3)c(C)c2oc1=O
 : 2%, 1%, -9%, 0%, 10%, -13%, ., 8%, 2%
- Cc1ccc(C)c(CN2CCC(CNC(=O)Nc3cccc(Cl)c3C)CC2)c1
 : -10%, -7%, -12%, 55%[activator], 27%, 1%, 0, 5%, -6%
- CCC(Sc1nc2ccccc2c2nc(CCc3c(C)n[nH]c3C)nn12)C(=O)Nc1ccc(OC)cc1 (stereo not given)
 : -6%, 0%[60.1 µM], ?, ., ?, -12%, 2, ?, -3%
- O=C1c2ccccc2C(=O)N1CCCCSc1nnc2ccccn12
 : 2%, -5%, -2%, -4%, 3%, -18%, -3, 2%, 0%
- COC(=O)c1sccc1NC(=O)CC1C(=O)NCCN1C(=O)Nc1ccc(F)cc1F (stereo not given)
 : -7%, -15%, -18%, 11%, 0%, -3%, 11, 18%, -4%
- CC(C)c1ccc(-n2nc3ccc(N)cc3n2)cc1
 : -2%, -22%, 3%, 5%, 225%[activator], 112%[activator], 11, ?, -15%
- Cn1c(SCC(=O)NC2CC2)nnc1C1CC1
 : -4%, -19%, -7%, 3%, 9%, 2%, 7, 1%, -2%
- CCc1ccc(OCC(=O)N2CC(C(N)=O)Oc3ccccc32)cc1 (stereo not given)
 : -6%, -24%, -16%, 16%, -16%, 7%, -5, 4%, -1%
- CCCOC(=O)COC(=O)c1ccccc1NC(=O)c1ccccc1
 : 10%, -8%, -6%, 13%, 30%[activator], -10%, -7, 31%, 0%
- Cn1c(C(=O)OC(C(=O)NC2CCCCC2)c2cccnc2)cc2sccc21 (stereo not given)
 : i, 1%, -9%, 3%, -6%, -12%, -9, 5%, -6%
- O=S(=O)(Nc1ncnc2c1oc1ccccc12)c1ccc(Cl)s1
 : -3%, -3%, -9%, 4%, 3%, -12%, 8, 28%, 1%
- O=c1c2c3c(sc2nnn1CCCCOc1ccc(Cl)cc1)CCCC3
 : ., 1%, ., ., 22%, ?, -3, 7%, -6%
- Cc1cc(N2C(=O)C(=O)/C(=C(/O)c3ccc(F)cc3)C2c2cccc(Br)c2)no1 (stereo not given)
 : -6%, -9%, -18%, 3%, ?, -4%, -9, 33%, -5%
- CC(C)c1ccc(NC(=O)CSc2nc(=O)n(Cc3cccnc3)c3c2CCC3)cc1
 : -2%, -12%[60.1 µM], -6%, ., 1%, 41%[activator], ., 1%, -4%
- COc1ccc(F)cc1S(=O)(=O)NCCN1CCOCC1
 : i, -3%, -4%, 54%, -22%, -2%, -5, 5%, -2%
- COC(=O)c1ccc(C(=O)OC)c(NC(=S)N2CC(C)CC(C)C2)c1 (stereo not given)
 : i, -11%, -16%, 2%, -11%, 12%, -13, 0%, -5%
- Cc1nc2nc(C)c(CCC(=O)NCc3cccc(Cl)c3)c(C)n2n1
 : 0%, -6%, -11%, ., 7%, -2%, ., 18%, 0%
- CCN(CC)CCN(C(=O)c1cccc([N+](=O)[O-])c1)c1nc2ccc(OC)cc2s1
 : 6%, -2%, -27%, -3%, 45%[activator], -12%, -4, 1%, 4%

# Gathered by group: the entries above containing a thiophene ring, fused or not
# Every second line gives: PGK inhibitor, POLK inh, Pol eta inh, APE1 inh, Pol iota inh, Apoferritin bind, RXFP1 antag, Pol beta inh, BLM inh
- CCOC(=O)C1CCCN(C(=O)CCc2nnc(-c3ccc(C(C)=O)s3)o2)C1 (stereo not given)
 : i, 15%, -5%, 86%[activator], 32%[activator], -4%, -9, 4%, 1%
- CCOC(=O)C(=O)NCC(c1cccs1)S(=O)(=O)c1ccc(Cl)cc1 (stereo not given)
 : 3%, 1%, 4%, -3%, 16%, 1%, 1, 16%, 0%
- COC(=O)c1sccc1NC(=O)CC1C(=O)NCCN1C(=O)Nc1ccc(F)cc1F (stereo not given)
 : -7%, -15%, -18%, 11%, 0%, -3%, 11, 18%, -4%
- Cn1c(C(=O)OC(C(=O)NC2CCCCC2)c2cccnc2)cc2sccc21 (stereo not given)
 : i, 1%, -9%, 3%, -6%, -12%, -9, 5%, -6%
- O=S(=O)(Nc1ncnc2c1oc1ccccc12)c1ccc(Cl)s1
 : -3%, -3%, -9%, 4%, 3%, -12%, 8, 28%, 1%
- O=c1c2c3c(sc2nnn1CCCCOc1ccc(Cl)cc1)CCCC3
 : ., 1%, ., ., 22%, ?, -3, 7%, -6%
